Bioassay records deposited in PubChem by Sanford-Burnham Center for Chemical Genomics.
XBP1 UPR activ: activators of adaptive XBP1 UPR arm, primary screen, cell-based, CHO-XBP1 luciferase reporter, luminescence, uHTS | IRE1-XBP1 UPR activation; percent of tunicamycin response, DMSO as zero | activation, % at 20 µM | 330,000 tested, 0.33% active | AID 463104, 2010;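 active means versus positive control, 20 µM dose yields 30% or more activation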;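 further: 100% = tunicamycin at 10 µg/mL and 0% = DMSO only wells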
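Material: IRE1-XBP1 luciferase reporter CHO line / Quantity: one thousand reporter cells per well / Buffer or medium: F12 with 10% serum / Compound: 20 µM single concentration, DMSO 1% / Times: 6 h treatment, 37 °C / Detection: Steady-Glo luciferase glow luminescence, 10 min after reagent addition / Benchmarks: tunicamycin high, DMSO low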
TIM10 inh: growth inhibitors of isogenic TIM10 control yeast, primary screen, counter-screen for tim10-1 yeast inhibitor project, luminescence, uHTS | S. cerevisiae TIM10 strain growth, BacTiter-Glo luminescence, 24 h | 330,000 tested, 1.4% active | inhibition, % at 10 µM;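 active means inhibition of 40% or more at the single tested concentration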;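 further: wild-type TIM10 isogenic control strain grown at permissive 25 °C; 0% = DMSO yeast wells and 100% = minimal medium wells without yeast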
Mdm2-MdmX inh: inhibitors of human Mdm2-MdmX association, primary screen, cell-based, luminescence, split luciferase, SaOS-2, uHTS; Protein Mdm4 (Homo sapiens) + E3 ubiquitin-protein ligase Mdm2 (Homo sapiens), …; SaOS-2 split-luciferase Mdm2/MdmX complementation; inhibition, % at 8 µM; 330,000 tested, 3% active; AID 485346, 2010;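 active means inhibition of at least 50% at 8 µM in the primary screen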
Target sequence (O15151 whole entry, looked up): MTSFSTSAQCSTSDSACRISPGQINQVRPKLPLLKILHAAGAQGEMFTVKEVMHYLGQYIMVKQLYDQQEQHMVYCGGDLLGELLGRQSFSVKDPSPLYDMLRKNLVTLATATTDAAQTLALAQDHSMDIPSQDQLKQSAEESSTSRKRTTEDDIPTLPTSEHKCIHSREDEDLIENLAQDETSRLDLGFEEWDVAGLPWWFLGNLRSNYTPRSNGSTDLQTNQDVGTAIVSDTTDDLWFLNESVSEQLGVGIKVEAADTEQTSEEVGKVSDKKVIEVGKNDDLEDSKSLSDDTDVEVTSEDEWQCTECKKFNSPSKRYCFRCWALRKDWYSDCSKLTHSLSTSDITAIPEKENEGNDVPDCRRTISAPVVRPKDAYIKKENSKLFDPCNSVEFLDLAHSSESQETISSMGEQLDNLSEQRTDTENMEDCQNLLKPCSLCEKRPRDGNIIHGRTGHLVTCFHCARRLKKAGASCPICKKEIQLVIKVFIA
Target sequence (Q00987 whole entry, looked up): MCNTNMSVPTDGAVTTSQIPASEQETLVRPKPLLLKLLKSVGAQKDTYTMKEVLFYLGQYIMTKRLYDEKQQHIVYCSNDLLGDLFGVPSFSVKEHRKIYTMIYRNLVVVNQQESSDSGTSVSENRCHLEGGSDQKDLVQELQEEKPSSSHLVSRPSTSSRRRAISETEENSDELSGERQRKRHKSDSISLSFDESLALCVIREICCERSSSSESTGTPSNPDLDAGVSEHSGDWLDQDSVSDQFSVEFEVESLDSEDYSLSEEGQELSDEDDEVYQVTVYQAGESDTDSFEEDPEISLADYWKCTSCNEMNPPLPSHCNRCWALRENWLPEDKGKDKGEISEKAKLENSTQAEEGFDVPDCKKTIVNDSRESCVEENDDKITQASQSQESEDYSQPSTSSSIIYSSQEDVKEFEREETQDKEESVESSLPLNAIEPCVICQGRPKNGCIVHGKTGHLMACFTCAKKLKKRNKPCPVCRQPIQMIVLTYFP
CHOP UPR activ: activators of apoptotic CHOP UPR arm, primary screen, cell-based, CHO-CHOP luciferase reporter, luminescence, uHTS. UPR activation; percent of tunicamycin response over DMSO baseline. activation, % at 10 µM. 330,000 tested, 0.34% active. AID 449763, 2010;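 active means at 10 µM dose, activation of 40% or more, normalized to positive control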;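 further: 100% = tunicamycin at 10 µg/mL and 0% = DMSO alone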
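measured by = luciferase luminescence | assay system = CHO-CHOP cells, stable luciferase reporter of PERK-eIF2a-CHOP signalling | amount = 500 reporter cells seeded per well | timing = 6 h compound exposure at 37 °C after overnight seeding | controls = positive tunicamycin 10 µg/mL, negative DMSO alone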
tim23-1 inh: growth inhibitors of tim23-1 mutant yeast, primary screen, luminescence, uHTS. S. cerevisiae tim23-1 growth, BacTiter-Glo luminescence, 24 h. inhibition, % at 20 µM. 330,000 tested, 1.3% active. AID 463212, 2010;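 active means growth inhibition of the mutant yeast at or above 50%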;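 further: temperature-sensitive mutant grown at 25 °C; plate controls were DMSO-treated mutant yeast for no effect and medium wells lacking yeast for full effect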
tim10-1 inh: growth inhibitors of tim10-1 mutant yeast, primary screen, luminescence, uHTS. S. cerevisiae tim10-1 ts strain growth, BacTiter-Glo, 24 h. inhibition, % at 20 µM. 330,000 tested, 2.2% active;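 active means inhibition of at least 40%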;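 further: mutant grown at 25 °C; 0% = DMSO wells with yeast and 100% = wells holding no yeast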
697 NFkB inh: inhibitors of PMA/ionomycin-induced NF-kB reporter, 697 cells, primary screen, B-cell NF-kB inhibitor project, cell-based, luminescence, uHTS. 697 B-cell NF-kB luciferase reporter, 16 h. inhibition, % at 4 µM. 330,000 tested, 0.33% active; in the data active means inhibition above about 35%
Jurkat NFkB inh: inhibitors of induced NF-kB luciferase reporter, primary screen, TCR NF-kB activation inhibitor project, cell-based, luminescence, uHTS. Jurkat, PMA/ionomycin-induced NF-kB luciferase reporter. inhibition, % at 4 µM. 330,000 tested, 0.53% active; in the data active means inhibition above about 50%
An asterisk follows results filed as active.

SMILES | XBP1 UPR activ | TIM10 inh | Mdm2-MdmX inh | CHOP UPR activ | tim23-1 inh | tim10-1 inh | 697 NFkB inh | Jurkat NFkB inh
Cc1ccc(OCCn2c(CCNC(=O)C(C)C)nc3ccccc32)cc1 | 0 | 2 | 3 | -1.1 | 10 | 17 | -2 | -5
CC1CN(C(=O)CCC(=O)NCCCN2CCN(Cc3ccccc3)CC2)c2cc(Cl)ccc2O1 (stereo not drawn) | 1 | 3 | 34 | 1.8 | -14 | -3 | -35 | -1
O=C(Nc1ccc(N2CCOCC2)c(Cl)c1)c1cccc(-n2cnnc2)c1 | 0 | 4 | 9 | 1.6 | 12 | 7 | 20 | 12
O=C(Nc1ccc(Cn2cccn2)cc1)c1ccc(COc2cccc(Br)c2)cc1 | -3 | 19 | -41 | 1.4 | 0 | 36 | -52 | -2
O=C(NCc1ccco1)C(c1ccco1)N(C(=O)Cn1nnc2ccccc21)c1ccc2c(c1)CCC2 (stereo not drawn) | 0 | 11 | 17 | 0.5 | 9 | 20 | 2 | -14
Cc1ccccc1C(=O)N/N=C/c1ccccn1 | -2 | -7 | -8 | -1.1 | 3 | 8 | -67 | -37
Cc1ccc(S(=O)(=O)Nc2ccc(S(=O)(=O)Nc3ncccn3)cc2)cc1 | 6 | 3 | 0 | -3.2 | 11 | 6 | 25 | 10
CCN(CC(=O)NNC(=O)c1ccccc1)Cc1ccc(OC)c(F)c1 | -3 | -3 | -9 | 3.6 | 7 | -7 | 9 | 7
O=C(CSc1ccc(-c2ccccn2)nn1)N1CCc2ccccc21 | -1 | 14 | 23 | 0.4 | 7 | 9 | 18 | -33
O=C(N/N=C\c1ccccc1)c1sccc1-n1cccc1 | 0 | -26 | 11 | 0.2 | 17 | 6 | -6 | -9
O=C(COc1cccnc1[N+](=O)[O-])Nc1ccc(Cl)c(S(=O)(=O)N2CCOCC2)c1 | -3 | -8 | 10 | 0.0 | 6 | 0 | 28 | 6
CCCCN(C(=O)CCn1c(=O)oc2ccccc21)c1ccccc1 | -4 | -12 | 16 | 0.2 | 29 | 36 | -8 | -3
Cc1c(CC(=O)O)c(=O)oc2c(C)c(OCc3ccc(F)cc3F)ccc12 | -3 | 8 | -7 | 1.8 | 12 | 17 | -1 | 3
CCCS(=O)(=O)N1CCCC(C(=O)NCCN2CCCCC2C)C1 (stereo not drawn) | -1 | 6 | 1 | -0.1 | 7 | 8 | -20 | -6
O=[N+]([O-])c1cccc(S(=O)(=O)Nc2ccc(Cc3ccncc3)cc2)c1 | -4 | -3 | 22 | -0.7 | 1 | 2 | 3 | 9
Cc1c(OC(C)C(=O)O)ccc2c3c(c(=O)oc12)CCCC3 (stereo not drawn) | -3 | 5 | 12 | -0.1 | -1 | 2 | 5 | -3
CCOc1ccc(S(=O)(=O)Nc2ccc(C(=O)NN)cc2)cc1 | -1 | 18 | -11 | 1.0 | 10 | -1 | 12 | 7
Cc1ccc(C(=O)N2CCCC(C(F)(F)F)C2)cc1S(=O)(=O)N1CCCCC1 (stereo not drawn) | -2 | -4 | 29 | -1.4 | 26 | 20 | 20 | 0
CN(C)S(=O)(=O)c1cccc(NC(=O)c2c[nH]c3ccccc23)c1 | 0 | 21 | -7 | 0.6 | 16 | 2 | -12 | -14
O=C(Cn1cc(C(F)(F)F)cc(Cl)c1=O)Nc1cccc(Cl)c1 | -6 | 2 | 11 | 2.6 | -6 | -5 | -4 | 4

A few values from the entries so far:
Cc1ccc(S(=O)(=O)Nc2ccc(S(=O)(=O)Nc3ncccn3)cc2)cc1 in 697 NFkB inh shows 25
O=C(NCc1ccco1)C(c1ccco1)N(C(=O)Cn1nnc2ccccc21)c1ccc2c(c1)CCC2 (stereo not drawn) in CHOP UPR activ shows 0.5
Cc1ccccc1C(=O)N/N=C/c1ccccn1 in XBP1 UPR activ shows -2
O=C(Nc1ccc(Cn2cccn2)cc1)c1ccc(COc2cccc(Br)c2)cc1 in 697 NFkB inh shows -52

The results go on.
SMILES | XBP1 UPR activ | TIM10 inh | Mdm2-MdmX inh | CHOP UPR activ | tim23-1 inh | tim10-1 inh | 697 NFkB inh | Jurkat NFkB inh
COc1ccc2c(c1)N(C(=O)CSc1n[nH]c(C)n1)C(C)(C)C=C2C | -2 | 0 | -7 | -1.2 | 7 | 13 | -1 | -8
CC(Cc1ccccc1)C(=O)Nc1ccc(Br)cc1 (stereo not drawn) | 0 | 0 | -11 | 11 | 27 | -11 | 11 | -17
COCCCNC(=O)C(CC(N)=O)NC(=O)OCc1ccccc1 (stereo not drawn) | 1 | 5 | 11 | -1.2 | 17 | -6 | 17 | 2
Cn1c(-c2csc(-c3cccc(C(F)(F)F)c3)n2)n[nH]c1=S | 1 | -18 | -40 | 0.3 | -2 | 33 | 15 | -8
C=C(C)CSc1nc2sc3c(c2c(=O)n1-c1ccc(C)cc1)CCN(C)C3 | -2 | -24 | 3 | -1.1 | 4 | -8 | -15 | -19
Cc1sc(NC(=O)CSc2nnc(COc3ccccc3)n2C)c(C#N)c1C | -1 | -27 | 14 | -2.0 | -21 | 9 | -6 | -20
Fc1ccc(NC(=S)NC23CN4CN(CN(C4)C2)C3)cc1 | 0 | -6 | 2 | -0.3 | -5 | 5 | -14 | -3
Cc1cccc(C(=O)Oc2ccccc2-c2nnco2)c1 | 2 | 2 | -2 | -0.5 | 17 | 32 | 2 | 8
Cn1c(=O)c2c(ncn2CC(=O)Nc2nnc(Cc3ccccc3)s2)n(C)c1=O | -2 | -3 | 14 | -0.9 | 11 | 0 | 7 | 6
CCCc1nnc(SCC(=O)Nc2nccs2)o1 | 0 | 3 | 18 | 2.8 | 0 | -21 | 10 | 3
CN(N)c1nc2ccccc2nc1C(F)(F)F | -4 | 7 | -5 | 0.4 | 16 | 11 | 1 | -12
c1ccc(NCn2cncn2)nc1 | -3 | -16 | 8 | -2.7 | 9 | 0 | 8 | -15
COc1ccc(-c2nc(N3CCOCC3)nc3n[nH]c(N)c23)cc1 | 0 | 34 | 47 | -1.5 | 38 | 33 | 11 | -4
O=C(CCc1nnc(CCCCc2ccccc2)o1)NCCc1cccnc1 | 0 | 4 | -30 | 0.3 | 7 | 11 | 21 | 16
CCC1(CC)Cc2ccccc2-c2[nH]c(=S)[nH]c(=O)c21 | 0 | -11 | -2 | -0.1 | 26 | 20 | -31 | 8
N=c1sccn1CC(=O)Nc1ccccc1Sc1ccccc1 | -2 | 10 | -26 | 0.6 | -8 | 4 | -7 | 9
COC(=O)[C@]1(Cc2ccccc2)N[C@H](CN(C)S(=O)(=O)c2ccc(OC(F)(F)F)cc2)[C@@H]2C(=O)N(Cc3ccccc3)C(=O)[C@@H]21 | -3 | 6 | 11 | 2.6 | 5 | 10 | 23 | 1
Cc1cc(OC(=O)c2cccc(Cl)c2)c([N+](=O)[O-])c(=O)[nH]1 | -4 | 3 | 16 | 0.7 | 10 | 13 | 8 | 8
O=C(N/N=C/c1ccc2ncccc2c1)c1ccco1 | -6 | 4 | -12 | -6.9 | 10 | 9 | -75 | -79
O=C1N(Cc2cccc(Cl)c2)C[C@@H]2C[C@@H](c3ccc4nonc4c3)N3CCC[C@@]123 | 4 | 15 | 8 | 0.5 | 30 | 21 | 11 | 4

In another format: results already given
Values run as follows: XBP1 UPR activ	TIM10 inh	Mdm2-MdmX inh	CHOP UPR activ	tim23-1 inh	tim10-1 inh	697 NFkB inh	Jurkat NFkB inh
> CCCc1nnc(SCC(=O)Nc2nccs2)o1
 : 0	3	18	2.8	0	-21	10	3
> CN(N)c1nc2ccccc2nc1C(F)(F)F
 : -4	7	-5	0.4	16	11	1	-12

(continued)
SMILES | XBP1 UPR activ | TIM10 inh | Mdm2-MdmX inh | CHOP UPR activ | tim23-1 inh | tim10-1 inh | 697 NFkB inh | Jurkat NFkB inh
N#CCOc1ccc(C2=NO[C@@H]3[C@@H]4C[C@@H]([C@H]5C(=O)N(c6ccc7c(c6)OCO7)C(=O)[C@@H]45)[C@H]23)cc1 | -3 | 13 | 18 | 0.0 | 27 | 18 | 25 | 4
COc1ccc(C(CNC(=O)COc2ccccc2C)N2CCCCC2)cc1 (stereo not drawn) | 0 | 5 | -22 | -1.3 | 3 | 6 | -29 | 7
O=C(NNC(=S)NC1CCCCC1)c1sc2ccccc2c1Cl | 0 | 25 | 5 | 0.7 | 46 | 50* | 3 | 12
CN(C)c1ccc(C(CNC(=O)c2ccccc2)c2c[nH]c3ccccc23)cc1 (stereo not drawn) | -2 | 32 | -10 | 1.1 | 16 | 38 | -19 | 1
CC(=O)Nc1ccc(NC(=O)c2c(-c3ccccc3)noc2C)cn1 | -2 | 14 | -35 | -1.4 | 14 | 4 | -60 | -7
Cn1c(=O)cc(NCc2ccccc2)[nH]c1=O | 0 | -10 | 4 | -0.9 | 0 | 7 | 2 | 1
Cc1cc(C)cc(OCC(=O)OCC(=O)N2CCc3ccccc32)c1 | 2 | 7 | 22 | 0.3 | 22 | 17 | 19 | -4
COc1ccc(/C=C(\C#N)C(=O)Nc2cc(C)c(Cl)cc2OC)cc1O | -1 | -10 | 25 | 8.6 | 0 | 17 | 13 | 4
CCOC(=O)C(C)n1cnc2c(cnn2-c2ccc(Cl)cc2)c1=O (stereo not drawn) | -1 | -3 | -46 | 1.3 | 19 | 18 | -61 | -24
COc1ccc(/C(C)=N/NC(=O)c2ccc(CSc3cccc4cccnc34)cc2)cc1OC | 9 | -57 | -7 | 0.4 | -15 | -44 | 0 | 4
CCOc1cccc(-c2nnc3sc(COc4ccc(C)cc4)nn23)c1 | -3 | -15 | 22 | -0.4 | 9 | -3 | 4 | 13
COc1cccc(CNc2ccc3[nH]c(=O)[nH]c3c2)c1OCc1ccccc1 | -7 | 3 | 25 | -0.1 | 15 | -1 | -9 | -16
O=C1CCc2cc(S(=O)(=O)NC3CCCCC3)cc3c2N1CC3 | 1 | 3 | 9 | -0.4 | -3 | 1 | 15 | 0
NC(=O)C1CCN(CCCNC2CC(=O)N(Cc3ccc(N4CCCC4=O)cc3)C2=O)CC1 (stereo not drawn) | 2 | 2 | -23 | -1.6 | -10 | 5 | 10 | 5
CCN1CCN(c2nc3c(c(=O)[nH]c(=O)n3C)n2Cc2ccccc2)CC1 | -1 | 7 | -9 | 0.9 | -1 | -7 | -5 | 0
CC(NC(=S)NC1CCCCC1)c1ccccc1 (stereo not drawn) | -5 | 7 | -6 | 0.4 | 41 | 16 | -26 | 8
CCCCOC(=O)CSCC(=O)N1N=C(c2cccs2)CC1c1ccc(F)cc1 (stereo not drawn) | -4 | 30 | 26 | -0.5 | 32 | 32 | 8 | 9
Cn1nccc1C(=O)N/N=C/c1ccccc1[N+](=O)[O-] | 5 | 15 | -21 | 4.8 | 6 | 25 | -54 | -18
Cc1ccc(C)c(S(=O)(=O)c2c(N)n(/N=C/c3ccco3)c3nc4ccccc4nc23)c1 | 1 | 14 | 9 | 5.1 | 28 | 17 | -12 | 10
O=C(CCCN1C(=O)S/C(=C\C=C\c2ccccc2)C1=O)Nc1ccc(C(=O)O)cc1 | 1 | -9 | 17 | 4.1 | 6 | -1 | 48* | -8
O=C(COC(=O)/C=C/c1cccs1)NC(=O)Cc1ccccc1 | -3 | -1 | 12 | 0.7 | 10 | 0 | 21 | 6
